15-hLO-2 inh – inhibitors of human 15-lipoxygenase 2 (ALOX15B). O15296. AID 881. purified 15hLO-2, xylenol orange hydroperoxide absorbance. Potency, µM (titrated, usually from 57.1 µM), inactives show at the highest dose activity change, negative = inhibition, most hits filed as inhibitors. 0.56% of 110,000 active; also: potency is read from the fitted curve at half-maximal effect; nearly all actives have a fitted effect of over 60% in size; many of its hits are not listed in these tables
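Purified human 15hLO-2 (50 nM final) preincubated with compounds 15 min at room temperature in 25 mM Hepes pH 7.5, 0.01% Triton X-100, then 45 uM arachidonic acid added for 90 min; hydroperoxide detected via ferrous/xylenol orange, 573/405 nm absorbance ratio.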
12-hLO inh – inhibitors of human 12-lipoxygenase (ALOX12); purified 12-hLO, xylenol orange hydroperoxide absorbance; Potency, µM (doses to about 57.1 µM), for the others: at the top dose activity change, negative = inhibition, most hits filed as inhibitors; 0.12% of 150,000 active; also: potency is read from the fitted curve at half-maximal effect; nearly all actives have a fitted effect of over 55% in size; many of its hits are not listed in these tables
Target sequence (P18054 whole entry, looked up): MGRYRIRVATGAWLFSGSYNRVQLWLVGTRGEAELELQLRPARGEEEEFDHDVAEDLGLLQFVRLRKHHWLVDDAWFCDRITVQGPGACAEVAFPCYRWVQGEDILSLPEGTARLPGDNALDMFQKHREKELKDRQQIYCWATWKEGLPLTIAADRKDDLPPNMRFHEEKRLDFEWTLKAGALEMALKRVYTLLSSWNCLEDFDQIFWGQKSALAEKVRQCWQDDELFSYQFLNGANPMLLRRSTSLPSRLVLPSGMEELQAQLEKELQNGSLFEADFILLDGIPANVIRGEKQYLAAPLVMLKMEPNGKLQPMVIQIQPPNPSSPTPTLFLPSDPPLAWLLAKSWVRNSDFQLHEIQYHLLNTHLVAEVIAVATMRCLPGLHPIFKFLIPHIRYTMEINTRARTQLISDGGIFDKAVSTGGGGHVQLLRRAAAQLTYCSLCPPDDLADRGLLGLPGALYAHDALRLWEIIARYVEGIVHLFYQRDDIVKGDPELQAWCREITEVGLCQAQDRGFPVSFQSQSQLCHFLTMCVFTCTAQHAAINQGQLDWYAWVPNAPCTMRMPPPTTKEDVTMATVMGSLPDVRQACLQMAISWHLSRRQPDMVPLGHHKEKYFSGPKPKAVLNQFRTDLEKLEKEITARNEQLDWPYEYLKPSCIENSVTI
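Hydroperoxide formation by human 12-lipoxygenase from 40 uM arachidonic acid was followed colorimetrically via ferric-xylenol orange complex, using the 573/405 nm absorbance ratio. Enzyme concentration was 150 nM, with 30 min reaction at room temperature.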
IMPase inh – IMPase inhibition in cells; CHO-M1 cells, IP1 accumulation, HTRF TR-FRET ratio; inhibition (IP1 accumulation), % at 46.1 µM; AID 901; 120,000 tested, under 10 active; P97697; active = well fitted curve in the direction sought with a large enough effect in the signal ratio, not every such curve was filed as active; inconclusive = small, poorly fitted or top-dose-only effect, or a change in a side signal; inactive = no such curve, though single readings can be large or run the other way; the % refers to the signal ratio;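 also: cells stimulated with carbachol in lithium chloride buffer; plate controls were DMSO basal wells for no effect and reference inhibitor wells for full effect; higher means more IMPase inhibition seen as more IP1 and lower FRET ratio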
Target sequence (P97697 whole entry, looked up): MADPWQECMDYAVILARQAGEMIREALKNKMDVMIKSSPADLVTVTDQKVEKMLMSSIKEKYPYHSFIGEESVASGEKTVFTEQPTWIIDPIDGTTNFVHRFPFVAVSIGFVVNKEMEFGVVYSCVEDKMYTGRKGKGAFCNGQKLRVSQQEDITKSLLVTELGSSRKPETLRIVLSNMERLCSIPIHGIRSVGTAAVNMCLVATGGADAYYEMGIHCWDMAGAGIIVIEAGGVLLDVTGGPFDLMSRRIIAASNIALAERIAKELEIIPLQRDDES
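The IP-One HTRF competitive assay in carbachol-stimulated CHO-M1 cells quantifies cellular IP1. Compounds spanned up to 46 uM final, and activity is expressed as AC50 from concentration-response fits of the ratio and donor data.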
PNC inhibitor – perinucleolar compartment assembly inhibition; PC3M PTB-GFP, PNC prevalence imaging, 16 h; stronger effect = lower value; activity change (PNC), negative = inhibition, % at 10 µM; 3.1% of 140,000 active; AID 2417;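 active = readout at or below -70, meaning at least 70% loss of cells showing the perinucleolar compartment, a nuclear body marking cancer cells; inconclusive = readout between -30 and a set limit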;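 also: plate controls were DMSO wells for no effect and camptothecin positive control wells for full effect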
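Compounds are pinned in duplicate onto adhered PC3M cells stably expressing GFP-tagged PTB and incubated 16 h at 37 C. Cells are then fixed, nuclei stained with Hoechst, and PNC-positive cells counted.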
The depositor's hits bear a star; ? = inconclusive; nt = no result given; [ ] = remark or other dose. Unless noted, calls follow the shape of the dose curve; as a rule, active = well fitted curve in the direction sought with a large enough effect; inconclusive = small, poorly fitted or top-dose-only effect, or another doubt; inactive = no such curve, though single readings can be large; an effect the other way counts as inactive or inconclusive. Unless noted, % is scaled to controls: 0 for no effect and ±100 for the full control effect. These rows are one share of the data; the hit share may differ from the screen's.

Compound	15-hLO-2 inh	12-hLO inh	IMPase inh	PNC inhibitor
S=c1[nH]nc(-c2ccco2)n1/N=C/c1ccc(Cl)c(Cl)c1	nt	0%	?	-11
CCOC(=O)c1c(NC(=O)CC(C)C)sc(C(C)=O)c1C	nt	-1%	6	-100*
Cc1cc(C)c2c3c(sc2n1)C(=O)N(C)CC(=O)N3	3%	0%	?	0
Cc1cc(C)cc(-n2c(C)cc(/C=N/NC(=O)CN(c3c(C)cccc3C)S(C)(=O)=O)c2C)c1	13%	-2%	10	-19
CCCOc1ccc(NC(=O)C2CCCNC2=O)cc1 (stereo not given)	-2%	7%	19	-11
Cc1c(Cl)c([N+](=O)[O-])nn1CC(=O)N1CCCc2ccccc21	nt	-2%	nt	-12
O=C(NNc1nc2ccccc2s1)c1ccc(F)cc1	nt	-4%	nt	-23
COc1cc(C2CC(=O)Oc3c(C(C)C)ccc(C)c32)cc(OC)c1OC (stereo not given)	-9%[0.0915 µM]	2%[0.00818 µM]	nt	nt
ONC(=Nc1ccc(Cl)cc1)c1ccccc1	1%	3%	0	21
CCn1cc(C(=O)NCc2ccco2)c(=O)c2cc(S(=O)(=O)N3CCCCCC3)ccc21	4%	-12%	-3	?
COc1cccc(/C=N/NC(=O)c2cc3c(OC)cccc3[nH]2)c1OC	nt	-4%	-10	?
CCn1cc(/C=N\NC(=O)Cc2ccc([N+](=O)[O-])cc2)c(C)n1	nt	2%	nt	-8
CC1(C)CC(=O)c2cc(OCC(=O)NCC3CCCO3)ccc2O1 (stereo not given)	-7%	1%	-6	-21
O=C(OCC(=O)N1CCN(C(=O)c2ccco2)CC1)c1cc(=O)c2ccccc2o1	-4%	3%	1	23
CC(C)(C)C(=O)NC(=S)NCc1ccccc1	nt	-25%	nt	?
Cc1ccc(C2=CSC3=NS(=O)(=O)CCN23)cc1C	15%	-2%	-7	42
CN(C)C(CNS(=O)(=O)c1ccc(Br)cc1)c1cccnc1 (stereo not given)	nt	1%	13	51
Cc1ccc(Sc2c(C)nn(C(=O)C3CC3)c2C)cc1	nt	-2%	-6	13
CC(C)(C)NCC1(CO)SC(N)=NC1=O (stereo not given)	4%	-5%	8	-17
CC(C)OCCCNCc1cccs1	-4%	3%	1	-25
O=S1(=O)CC2N=C(N(Cc3c(F)cccc3Cl)c3ccccc3F)SC2C1 (stereo not given)	nt	-4%	nt	-20
COc1cc2c(cc1NC(=O)c1cccc(Br)c1)CCCC2	-4%	-2%	3	20
C#CC[N+](C)(C)CCCCCCCCCC	nt	-1%	16	?
CCCCc1nnc(NC(=O)C(C)Sc2nc(C)cc(=O)[nH]2)s1 (stereo not given)	-3%	3%	1	-1

Molecules from the list above with fluorine (2):
Compound	15-hLO-2 inh	12-hLO inh	IMPase inh	PNC inhibitor
O=C(NNc1nc2ccccc2s1)c1ccc(F)cc1	nt	-4%	nt	-23
O=S1(=O)CC2N=C(N(Cc3c(F)cccc3Cl)c3ccccc3F)SC2C1 (stereo not given)	nt	-4%	nt	-20

Other compounds follow:
Compound	15-hLO-2 inh	12-hLO inh	IMPase inh	PNC inhibitor
Cc1cc(C)c(Cn2c(=O)n(CCCC(=O)NCc3ccco3)c(=O)c3sccc32)c(C)c1	-30%	3%	?	3
CCOC(=O)C1=C(C)NC(=O)NC1c1cn(-c2ccccc2)nc1-c1cccs1 (stereo not given)	-2%	-8%	6	-16
COc1ccc(OC)c(-n2nnnc2SCC(=O)NCc2ccc3c(c2)OCO3)c1	6%	-2%	2	15
CCCC(=O)Nc1nnc(SCC)s1	nt	-4%	nt	15
COc1ccc(C(O)Cn2c(=N)n(CCCN(C)C)c3ccccc32)cc1 (stereo not given)	2%	0%	-2	-4
CC1=NN(c2ccccc2)C(=O)/C1=C\C=C1/N(C)c2ccccc2C1(C)C	nt	-1%	4	-25
COc1ccc(CCNC(=O)c2cnc3ccccn3c2=O)cc1	nt	1%	nt	39
CCCOc1ccc(-c2csc(N)n2)cc1[N+](=O)[O-]	nt	0%	0	0
Cc1ccc(Cl)c(OCC(=O)NCc2ccco2)c1	-2%	6%	-1	?
COc1ccc(NC(=O)CN2C(=O)C(C)SC(C)C2=O)c(OC)c1 (stereo not given)	nt	0%	6	33
O=C1Cc2ccccc2C(=O)N1Cc1ccccc1	-19%	-6%	2	12
O=C(CCCC(=O)n1cnc2ccccc21)n1cnc2ccccc21	16%	2%	-4	-8
c1cncc(-c2nnc3sc(-c4ccco4)nn23)c1	2%	11%	-7	-1
COc1ccc(-c2[nH]c(-c3ccc(F)cc3)nc2SCC(=O)NCc2ccco2)cc1OC	6%	-5%	2	28
Cc1cccc(Nc2nnc(SCC(=O)Nc3ccccc3[N+](=O)[O-])s2)c1C	nt	-6%	nt	65
O=C(Cn1cc2c(n1)CCCCC2)N1CCCCC1	nt	-1%	-4	-119*
CCOC(=S)N/C(=N\S(=O)(=O)c1ccc(C)cc1)c1ccccc1	-11%	-1%	0	28
COc1cccc(CNC(=O)C2CCN(C(=O)N(C)C)CC2)c1	0%	1%	-5	?
COC(=O)c1ccc(C(=O)OC)c(NC(=S)N2CCCC(C)C2)c1 (stereo not given)	nt	2%	nt	31
COc1cc(NC(=O)Cc2nn(C)c(=O)c3ccccc23)cc(OC)c1	-3%	-1%	10	-17
COC(=O)c1ccc(CSc2nc(C)nc3c2c(=O)n(C)c(=O)n3C)o1	nt	-2%	6	28
C=CCn1c(CCCOc2ccc(Cl)cc2Cl)n[nH]c1=S	nt	-22%	nt	-11
c1ccc(Cc2nn[nH]n2)cc1	-5%	-4%	4	4
CCc1c(C(=O)Nc2cc(C)cc(C)c2)[nH]c(C)c1C(C)=O	2%	2%	4	9
Cc1ccc(N[C@H](c2ccccc2)c2ccc3cccnc3c2O)cc1	49%[activator][11.4 µM]	-19%[11.4 µM]	nt	nt
COc1ccc(/C=N/NC(=O)CCSc2nc3ccccc3s2)cc1OC	nt	-4%	nt	?
NC(=O)C1(N2CCCCC2)CCN(C2CC(=O)N(Cc3ccc(N4CCCC4=O)cc3)C2=O)CC1 (stereo not given)	-10%	-1%	0	-15
COc1ccc(CNC(=O)c2ccc3nccnc3c2)cc1	-6%	-3%	4	6
Cc1cccc(N(CC(=O)N/N=C/c2cc([N+](=O)[O-])ccc2Cl)S(C)(=O)=O)c1C	12%	-1%	2	2
N=c1ncn(CC(O)CN2CCOCC2)c2nc(N3CCOCC3)[nH]c12 (stereo not given)	5%	1%	8	-18
c1cnc(N2CCSCC2)nc1	2%	-5%	-1	-91*
O=S(=O)(NCC1CCCO1)c1cnc(Cl)c(Cl)c1 (stereo not given)	nt	1%	nt	-20
COc1ccc([N+](=O)[O-])cc1NC(=O)CSc1ccc2ccccc2c1	nt	2%	nt	?
CCC(Oc1ccc2ccccc2c1)C(=O)O (stereo not given)	-5%	-1%	-3	-29
CN(C1CCCCC1)S(=O)(=O)c1ccccc1	-2%	-7%	8	?
CCc1nc(SCC(=O)c2ccc(Cl)s2)c2oc3ccccc3c2n1	-5%	-16%	-4	-11

Just 15-hLO-2 inh, IMPase inh and 12-hLO inh (three entries from above):
mol,15-hLO-2 inh,IMPase inh,12-hLO inh
c1cnc(N2CCSCC2)nc1,2%,-1,-5%
CCC(Oc1ccc2ccccc2c1)C(=O)O (stereo not given),-5%,-3,-1%
CCc1nc(SCC(=O)c2ccc(Cl)s2)c2oc3ccccc3c2n1,-5%,-4,-16%

3 of the compounds above, with two lines to a compound:
Values run as follows: 15-hLO-2 inh	12-hLO inh	IMPase inh	PNC inhibitor
> COc1cccc(CNC(=O)C2CCN(C(=O)N(C)C)CC2)c1
  0%	1%	-5	?
> ONC(=Nc1ccc(Cl)cc1)c1ccccc1
  1%	3%	0	21
> CCn1cc(/C=N\NC(=O)Cc2ccc([N+](=O)[O-])cc2)c(C)n1
  nt	2%	nt	-8

(next part)
Compound	15-hLO-2 inh	12-hLO inh	IMPase inh	PNC inhibitor
CCOC(=O)CSc1nnc(CNC(=O)c2ccc(OC)cc2OC)n1C	-3%	2%	6	10
COc1ccc(C)cc1S(=O)(=O)N(CC(=O)N1CCOCC1)Cc1ccccc1	-2%	0%	-6	18
COc1ccc(-c2nnc(SCC#CCO)o2)cc1OC	-5%[11.4 µM]	1%	0[1.84 µM]	?
Sc1ccc2ccccc2c1CNCc1ccccc1	5%[11.4 µM]	-3%[11.4 µM]	nt	nt
CCOC(=O)/C=c1\s/c(=C\c2ccc(C)cc2)c(=O)n1CC(=O)NCc1ccco1	nt	-2%	nt	1
O=c1c2sc3nc(N4CCOCC4)c4c(c3c2nnn1Cc1ccccc1)CCCC4	-9%	2%	-2	-18
Cc1ccc(N2CCN(CCCN3C(=O)C4CCCN4C3=O)CC2)cc1 (stereo not given)	nt	0%	nt	52
O=C(NCc1ccccn1)c1c(O)c2cccc3c2n(c1=O)CC3	7%	-27%	-9	-13
c1cnc(-c2nnc3n2CCCCC3)cn1	-3%	-2%	-2	-8
COc1cccc(NCc2ccc([N+](=O)[O-])s2)c1	nt	-3%	nt	-2
Cc1nc2c(C(=O)NCCC(C)C)c[nH]n2c(=O)c1Cc1ccccc1F	-1%	-10%	-2	15
O=C(COc1ncnc2c(Cl)cc(Cl)cc12)Nc1cc([N+](=O)[O-])ccc1Cl	nt	-2%	nt	25
CC(C)NC(=O)c1ccc2c(=O)n(Cc3ccco3)c(=S)[nH]c2c1	5%	-2%	-3	21
O=C(CSc1nnc(-c2ccc(O)cc2)n1Cc1ccco1)N1CCc2ccccc2C1	-4%	-11%	16[9.22 µM]	-2
O=C(NCCCN1CCN(Cc2ccccc2)CC1)C1CCN(S(=O)(=O)N2CCCC2)CC1	-3%	0%	6	37
COc1cccc2c(=O)c(C(=O)NCc3cccs3)c[nH]c12	3%	-12%	6	22
O=C(O)c1cccc(-c2nc3ccccc3[nH]2)c1	nt	2%	nt	-6
CC12CCC(C(=O)N3CCCCCC3)(OC1=O)C2(C)C (stereo not given)	2%	0%	2	19
COc1ccc(-n2cnnc2SCC(=O)Nc2ccc(N3CCOCC3)cc2)cc1	2%	0%	-15	13
Cc1ccc(Nc2cnn(C34CC5CC(CC(CC(=O)O)(C5)C3)C4)c(=O)c2Cl)cc1	-5%	6%	-3	-17
Brc1ccc(OCCn2ccnc2)cc1	23%[11.4 µM]	6%	-8[1.84 µM]	-118*
Cc1cc(/C=C(/C#N)C(=O)Nc2ccccc2)c(C)n1-c1cccnc1	-6%	-12%	11	36
CCOc1ccc(C(=O)NCCc2ccccc2)cc1	0%	-1%	2	15
CCOc1ccc(NC(=O)c2ccccc2CO)cc1	-1%	-2%	5	9
COc1cccc(-c2nc(CS(=O)(=O)CC(=O)Nc3cc(C)ccc3C)c(C)o2)c1	nt	2%	-5	-119*
CC1=NC(=O)C(N=Nc2cccc(C(=O)O)c2)N1c1ccccc1 (stereo not given)	0%	0%	0	19
O=C(/C=C/c1cccc(Cl)c1)Nn1c(-c2cccs2)nc2ccccc2c1=O	nt	2%	nt	-6
COc1ccc2c(c1OC)C(=O)N(c1ncn[nH]1)C2	-1%	-1%	4	24
S=C(NCCCc1cnc[nH]1)NCCCN(Cc1ccc(Cl)c(Cl)c1)c1ccc(Br)cn1	?	?	nt	nt
O=C1Nc2cc3c(cc2Sc2ccccc21)OCCO3	-4%	1%	-6	-24

Assay outcomes deposited in PubChem BioAssay by National Center for Advancing Translational Sciences (NCATS).
